Assay outcomes (PubChem BioAssay)
aGal spleen mod – qHTS Assay for Inhibitors and Activators of Human alpha-Galactosidase From Spleen Homogenate; human spleen homogenate, 4MU-alpha-Gal fluorescence, 40 min; AID 2107, 2009; Alpha-galactosidase A (Homo sapiens), P06280; 240,000 tested, 0.008% active; Potency, µM (highest dose often 80 µM), without a hit: at the highest dose activity change, negative = inhibition, hits mostly inhibitors;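 note: potency is the fitted concentration of half-maximal effect; 0% = enzyme with vehicle and -100% = no enzyme basal signal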
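Spleen homogenate 1 ug + cpd (titration) + 4-MU-alpha-D-galactopyranoside 1 mM; 37C 40 min; 50 mM citrate/phosphate pH 5.0, 0.01% Tween-20; stop pH 10; fluorescence 365/440; AC50 via Hill.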
CBFb RUNX1 block – qHTS Assay for Compounds Blocking the Interaction Between CBF-beta and RUNX1 for the Treatment of Acute Myeloid Leukemia; Runt-related transcription factor 1 (Homo sapiens) + Core-binding factor subunit beta …; AlphaScreen CBFb-His/RUNX1-biotin binding, biochemical; Potency, µM (top dose mostly 59.8 µM), inactives show at the top dose activity, negative = inhibition, usual class: inhibitors; 230,000 tested, under 10 active; AID 1477, 2009; note: % of control where 0% means no effect
Target sequence (Q01196 whole entry, looked up): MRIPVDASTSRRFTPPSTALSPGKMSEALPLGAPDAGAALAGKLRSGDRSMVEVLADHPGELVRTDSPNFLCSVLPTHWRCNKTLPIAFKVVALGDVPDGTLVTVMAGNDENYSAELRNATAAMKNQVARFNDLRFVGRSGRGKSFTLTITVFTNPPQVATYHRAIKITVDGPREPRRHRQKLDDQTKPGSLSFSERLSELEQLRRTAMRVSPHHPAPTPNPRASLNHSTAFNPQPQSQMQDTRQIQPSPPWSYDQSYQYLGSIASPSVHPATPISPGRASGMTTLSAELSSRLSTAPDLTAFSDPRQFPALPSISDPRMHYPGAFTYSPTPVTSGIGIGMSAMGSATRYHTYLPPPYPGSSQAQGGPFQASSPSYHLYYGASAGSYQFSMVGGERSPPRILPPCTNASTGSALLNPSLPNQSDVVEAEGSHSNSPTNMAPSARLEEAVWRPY
Target sequence (Q13951 whole entry, looked up): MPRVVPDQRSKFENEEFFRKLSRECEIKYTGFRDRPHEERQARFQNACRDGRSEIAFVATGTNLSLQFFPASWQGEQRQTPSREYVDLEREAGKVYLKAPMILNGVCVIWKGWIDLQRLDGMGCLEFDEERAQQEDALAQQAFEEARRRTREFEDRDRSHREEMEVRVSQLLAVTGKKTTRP
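Bead-based AlphaScreen assay; binding partners His-tagged CBF-beta and biotinylated RUNX1 at 30 nM each. Compound exposure 15 min after a 20-min protein preincubation; bead step 90 min; all steps at room temperature.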
NPSR antagonist – qHTS Assay for Antagonists of the Neuropeptide S Receptor: cAMP Signal Transduction; Q6W5P4; CHO-NPSR cells, cAMP TR-FRET, antagonist mode; Potency, µM (doses to about 38.3 µM), for the others: at the top dose activity change, negative = inhibition, most hits filed as inhibitors; 220,000 tested, 1% active; AID 1461, 2008; note: potency is the fitted concentration of half-maximal effect; % is set by controls: 0 for no effect and ±100 for the full control effect; nearly all actives have a fitted effect of over 50% in size; many of its hits are not listed in these tables
Target sequence (Q6W5P4 whole entry, looked up): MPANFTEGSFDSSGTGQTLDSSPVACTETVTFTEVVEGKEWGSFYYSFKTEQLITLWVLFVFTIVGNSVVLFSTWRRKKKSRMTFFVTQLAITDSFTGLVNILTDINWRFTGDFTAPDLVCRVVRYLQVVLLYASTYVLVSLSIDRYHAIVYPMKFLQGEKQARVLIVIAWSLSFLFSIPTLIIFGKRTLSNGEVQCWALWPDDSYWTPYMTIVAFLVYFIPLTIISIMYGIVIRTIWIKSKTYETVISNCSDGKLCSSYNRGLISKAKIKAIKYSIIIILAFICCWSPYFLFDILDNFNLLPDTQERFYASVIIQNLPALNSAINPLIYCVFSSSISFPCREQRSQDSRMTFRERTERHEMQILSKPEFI
Tau fibril FP – qHTS for Inhibitors of Tau Fibril Formation, Fluorescence Polarization. Microtubule-associated protein tau (Homo sapiens), P10636. K18 P301L tau heparin fibrillization, Alexa594 FP, 6 h. Potency, µM (doses to about 57.7 µM), without a hit: at the top dose activity, negative = inhibition, hits mostly inhibitors. 280,000 tested, 0.39% active. AID 1468, 2008; note: potency is the fitted concentration of half-maximal effect; % is set by controls: 0 for no effect and ±100 for the full control effect; nearly all actives have a fitted effect of over 55% in size
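Recombinant K18 P301L […], labeled with Alexa 594 at 0.24 uM over 15 uM unlabeled; heparin inducer 20 uM final; 37 C, 6 hr; FP endpoint.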
TRb-SRC2 inh – qHTS for Inhibitors of the Interaction of Thyroid Hormone Receptor and Steroid Receptor Coregulator 2; TRbeta-SRC2 peptide binding, fluorescence polarization; receptor liganded with 1 µM T3; Potency, µM (titrated, usually from 106 µM), for the others: top-dose activity change, negative = inhibition, most hits filed as inhibitors; 280,000 tested, 0.065% active; AID 1469, 2008;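 note: potency is the fitted concentration of half-maximal effect; plate controls were bound peptide for no effect and peptide without receptor for full effect; nearly all actives have a fitted effect of over 50% in size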
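Quantitative HTS by FP: 0.6 uM TRb LBD, 20 nM labeled SRC2 20-mer, 1 uM T3, 5% DMSO; 5 hr ambient incubation; % activity per concentration and potencies from concentration series.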
Tau fluor cs – Counterscreen qHTS for Inhibitors of Tau Fibril Formation, Fluorescence Polarization. 280,000 tested, 0.93% active. tau K18 P301L (four-repeat tau fragment) Alexa594 fluorescence, heparin fibrillization. Potency, µM (doses to about 57.7 µM), for inactives: at the top dose activity change, negative = decrease. AID 1463, 2008; note: potency is the fitted concentration of half-maximal effect; % is set by controls: 0 for no effect and ±100 for the full control effect; nearly all actives have a fitted effect of over 55% in size
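Human K18 P301L tau (15 uM unlabeled plus 0.24 uM Alexa 594-labeled, final) in 100 mM sodium acetate pH 7 was mixed with compound and 20 uM heparin and incubated 6 hr at 37 C.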
TexasRed fluor – Total Fluorescence Counterscreen for Inhibitors of the Interaction of Thyroid Hormone Receptor and Steroid Receptor Coregulator 2; TRb/SRC2 Texas Red total fluorescence interference; Potency, µM (highest dose often 106 µM), for inactives: at the highest dose fluorescence change, negative = quenching; 280,000 tested, 0.29% active; active = well fitted curve in either direction with a large enough effect; inconclusive = small, poorly fitted or top-dose-only effect; note: potency is the fitted concentration of half-maximal effect; % is set by controls: 0 for no effect and ±100 for the full control effect
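Human TRβ ligand-binding domain (0.6 uM) and Texas Red SRC2 peptide (20 nM) in Tris buffer with 1 uM T3 and 5% DMSO were incubated with pinned compound for 5 hr at ambient temperature. Total fluorescence was computed as S + 2P (555/632 nm).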
Epigenetic reg – Quantitative High-Throughput Screen for Regulators of Epigenetic Control | Potency, µM (highest dose often 53.9 µM), for inactives: at the top dose GFP activation, most hits filed as activators | murine LDR cells, GFP reporter derepression, 30 h | 280,000 tested, 0.2% active; note: potency is the fitted concentration of half-maximal effect; % of control where 0% means no effect; nearly all actives have a fitted effect of over 60% in size
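Readout is the number of GFP-expressing murine LDR cells, counted by cytometry following washing. Cells were treated with compound for 30 h at 37 C; the stably integrated CMV-GFP locus is normally silent.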
* = called active by the depositor; ? = inconclusive; . = not tested or not shown; & = joins results of further samples; [ ] = remark or other dose. Unless noted, calls come from the whole dose curve; as a rule, active = well fitted curve in the direction sought with a large enough effect; inconclusive = small, poorly fitted or top-dose-only effect, or another doubt; inactive = no such curve, though single readings can be large; an effect the other way counts as inactive or inconclusive. The list is partial (hit frequency here may not be typical).

SMILES	aGal spleen mod	CBFb RUNX1 block	NPSR antagonist	Tau fibril FP	TRb-SRC2 inh	Tau fluor cs	TexasRed fluor	Epigenetic reg
Nc1c(Cl)ncnc1N1CCOCC1	-6%	-2%	1%[46.1 µM]	1%	-1%	3%	0%	-1.3%
COc1cc(Cl)c(NC(=O)c2cc(S(=O)(=O)N3CCOCC3)cn2C)c(OC)c1	.	.	.	8%	5%	-9%	-21%	-1.2%
Cc1cccc(Nc2c(F)c(F)c(F)c(F)c2C(=O)O)c1	23%	-2%	-1%	12%	1%	-10%	-3%	6.7%
O=C(c1ccccc1)c1cc([N+](=O)[O-])ccc1N1CCCC1	-6%	-18%	-6%	-6%	6%	-26%	-3%	-1.9%
O=C(NC12CC3CC(CC(C3)C1)C2)N1CCC(O)CC1	2%	7%	-6%[46.1 µM]	-2%	6%	7%	0%	-2.1%
S=c1[nH]nc(-c2ccccc2Cl)n1CC1CCCO1 (stereo unspecified)	3%	7%	-26%[46.1 µM]	-1%	15%	6%	-1%	-3.0%
Cc1cc(C)c(NC(=O)Cn2nnc(S(=O)(=O)c3ccc(C)c(C)c3)c2N)c(C)c1	.	.	.	-15%	-3%	-9%	0%	0.0%
COc1cc(O)c(C(CC(=O)N2CCN(c3ccccc3)CC2)c2ccc(N(C)C)cc2)c(OC)c1 (stereo unspecified)	-8%&6%	?	-17%	13%	-10%&0%	-18%	-1%&-2%	2.0%
C=CCC(C(=O)OC)(C(=O)OC)c1ccc([N+](=O)[O-])cc1[N+](=O)[O-]	-6%	-8%	16%	1%	-4%	5%	2%	0.0%
Cc1cccc(NC2=CC(c3cccc(Br)c3)N(c3cccc(C)c3)C2=O)c1 (stereo unspecified)	.	.	.	-6%	0%	-13%	5%	-1.0%
Cc1cccc(NC(=O)c2cc(=O)n(Cc3ccccc3)c(=O)[nH]2)c1	4%	-2%	-5%	-9%	-1%	4%	-4%	-1.1%
COc1cc2c(cc1OC)C(C(C(=O)N(CCc1ccc(OC)c(OC)c1OC)CCc1ccc(OC)c(OC)c1OC)c1ccccc1)=NCC2 (stereo unspecified)	4%	4%	.	2%	-1%	-19%	2%	-2.7%
CCOC(=O)C1=C(C)NC(=O)NC1c1ccccc1 (stereo unspecified)	-3%	-4%[2.36 µM]	13%	-6%	4%	-9%	-2%	0.5%
COc1ccc(C(=O)NC(=S)Nc2cccc3nc(C)ccc23)cc1OC	-10%	-5%	-2%	1%	-5%	0%	-2%	-1.1%
CCOc1cc(N2CCOCC2)c(OCC)cc1NC(=O)c1ccco1	0%	0%	8%	2%	-1%	?	-8%	-0.4%
Cc1cccc(Nc2nnc(-c3ccc(C(=O)N4C[C@H]5C[C@H](C4)c4cccc(=O)n4C5)cc3)c3ccccc23)c1	-7%	-1%	-30%[46.1 µM]	-3%	4%	1%	1%	-1.2%
Cc1ccc(NC(=O)CSCC(=O)N2c3ccccc3CCc3ccccc32)cc1	6%	-2%	?	9%	-5%	-19%	-3%	-1.2%
Cc1cc(C)nc(SCCS(=O)(=O)Cc2ccc(Cl)cc2)n1	-3%	7%	-12%[46.1 µM]	1%	-4%	2%	-5%	0.0%
CN(C)C1(CNC(=O)COc2cccc(Cl)c2)CCCCC1	.	.	.	9%	1%	8%	-7%	0.0%
CC(C)C(=O)N1CCC2(CC1)Oc1ccc(Cl)cc1C(=O)C21CC(c2cccnc2)=NO1 (stereo unspecified)	-7%	-1%	0%	7%	-9%	-14%	-1%	0.4%
CCOC(=O)C1CCN(C(=O)C2CCN(C3=NS(=O)(=O)C(c4ccc(C)c(C)c4)=C3C)CC2)CC1	.	.	.	6%	7%	0%	2%	2.7%
COc1cc(CNCC(O)c2ccccc2)ccc1OCc1ccc(Cl)nc1 (stereo unspecified)	-2%	1%	-4%[46.1 µM]	-6%	-9%	-6%	-1%	-1.0%
CC(C)c1ccc(C(=O)Nc2cc(-c3ccccc3F)nn2-c2ccccc2)cc1	.	.	.	?	-5%	-8%	-1%	2.4%
CC(=O)OCC(NC(=O)C(COCc1ccccc1)NC(=O)OC(C)(C)C)C1OC(n2cc(C)c(=O)[nH]c2=O)C(OC(C)=O)C1OC(C)=O (stereo unspecified)	-2%	2%	.	.	1%	.	0%	.
COCCN(CCOC)c1ncnc2c1c(-c1ccccc1)cn2-c1ccc(C)c(Cl)c1	.	.	.	-6%	8%	-5%	-2%	1.2%

Other results follow.
SMILES	aGal spleen mod	CBFb RUNX1 block	NPSR antagonist	Tau fibril FP	TRb-SRC2 inh	Tau fluor cs	TexasRed fluor	Epigenetic reg
COc1ccc(-n2nc(C(=O)NCc3ccc(F)cc3Cl)c3c4ccccc4n(C)c3c2=O)cc1Cl	.	.	.	-14%	-7%	0%	0%	5.2%
CCn1ncc(Br)c1C(=O)Nc1ccn(C23CC4CC(CC(C4)C2)C3)n1	4%	-1%	-34%	-4%	-1%	-9%	1%	-1.0%
CCC(C)(C)n1nnnc1C(c1cccs1)N1CCN(Cc2ccccc2)CC1 (stereo unspecified)	13%	2%	-23%[46.1 µM]	4%	0%	5%	4%	-0.2%
COC(=O)c1ccc(CNC(=O)CN(CCC(C)C)S(=O)(=O)c2ccc3c(c2)OCCO3)cc1	-6%	8%	-13%	10%	0%[53 µM]	-7%	0%[53 µM]	-1.3%
CCN(CC)S(=O)(=O)c1ccc2oc(C(=O)NC3CCCc4ccccc43)c(C)c2c1 (stereo unspecified)	8%	-1%	?	3%	-25%	-13%	2%	1.9%
CCS(=O)(=O)n1nc(-c2ccc(Cl)cc2)nc1SCc1ccccc1	23%	15%	?	?	-11%	?	-1%	-1.2%
Cc1oc(C(=O)O)cc1COc1cccc2cccnc12	0%	?	-2%[46.1 µM]	4%	-4%	-2%	-2%	-0.9%
S=C1NC[C@H](Cc2cccc3ccccc23)N1CC1CCCCC1	0%	2%	-28%	6%	-3%	-8%	1%	-3.2%
COc1ccc(-c2cnnc(N/N=C/c3ccc(O)cc3)n2)cc1	-2%	-17%	8%	1%	2%	?	-6%	5.7%
Cn1nc(CC(=O)NCCN2C(=O)CSC2=O)c2ccccc2c1=O	4%	-1%	20%[46.1 µM]	2%	-3%	2%	3%	-0.8%
O=C(C1=NN[C@@H]2C(=O)N(c3ccccc3C(F)(F)F)C(=O)[C@H]12)C(c1ccccc1)c1ccccc1	4%	5%	-19%	8%	0%	-4%	-19%	1.0%
CC(C)(C)[C@@H]1C=C(C(=O)NCc2ccccc2)O[C@H](OCc2ccc(CO)cc2)C1	3%	13%	39%	-10%	5%	-10%	0%	-0.7%
O=C(CCN1CCN(S(=O)(=O)c2ccc(Cl)cc2)CC1)Nc1ccccc1F	-16%	-4%	-39%	3%	-4%	-13%	1%	1.3%
COc1ccc(C)cc1S(=O)(=O)N1CCC(C(=O)NCCC2=CCCCC2)CC1	6%	0%	-18%[46.1 µM]	1%	0%	-11%	1%	-6.9%
COc1ccccc1C(=O)NCC(c1ccc(N(C)C)cc1)N1CCc2ccccc21 (stereo unspecified)	.	.	.	?	-10%	?	0%	-0.9%
COc1ccc(OC)c(NC(=O)Cn2c(-c3ccc(Cl)cc3)noc2=O)c1	7%	1%	9%[46.1 µM]	1%	1%	-17%	-1%	-1.9%
CCc1ccc(C(=O)c2cn(CC(=O)Nc3ccc(Cl)cc3)c3cc4c(cc3c2=O)OCO4)cc1	.	.	.	-13%	5%	-19%	-1%	0.0%
O=C(CNCC1CCCO1)N1CCN(S(=O)(=O)c2ccc3ccccc3c2)CC1 (stereo unspecified)	5%	1%	-2%[46.1 µM]	4%	-3%	-1%	-4%	0.7%
O=C(O)c1ccc(-c2ccccc2Cl)o1	3%	3%	?	-6%	-1%	0%	-3%	-0.8%
O=C(NNC(=O)c1cccs1)c1ccc([N+](=O)[O-])cc1	8%	?	6%	-3%	-6%	-22%	-5%	-1.1%
O=S(=O)(c1ccc(F)cc1)N1CCC(N2CCCC2)CC1	-11%	16%	0%[46.1 µM]	-3%	-11%	5%	0%	-0.8%

Shown with bars between the fields: part of the list above
structure | aGal spleen mod | CBFb RUNX1 block | NPSR antagonist | Tau fibril FP | TRb-SRC2 inh | Tau fluor cs | TexasRed fluor | Epigenetic reg
S=C1NC[C@H](Cc2cccc3ccccc23)N1CC1CCCCC1 | 0% | 2% | -28% | 6% | -3% | -8% | 1% | -3.2%
CCN(CC)S(=O)(=O)c1ccc2oc(C(=O)NC3CCCc4ccccc43)c(C)c2c1 (stereo unspecified) | 8% | -1% | ? | 3% | -25% | -13% | 2% | 1.9%
COc1ccccc1C(=O)NCC(c1ccc(N(C)C)cc1)N1CCc2ccccc21 (stereo unspecified) | . | . | . | ? | -10% | ? | 0% | -0.9%
CCS(=O)(=O)n1nc(-c2ccc(Cl)cc2)nc1SCc1ccccc1 | 23% | 15% | ? | ? | -11% | ? | -1% | -1.2%
COc1ccc(-c2cnnc(N/N=C/c3ccc(O)cc3)n2)cc1 | -2% | -17% | 8% | 1% | 2% | ? | -6% | 5.7%

Individual results from the list:
In TRb-SRC2 inh, CCC(C)(C)n1nnnc1C(c1cccs1)N1CCN(Cc2ccccc2)CC1 (stereo unspecified) shows 0%
In Epigenetic reg, Cc1cc(C)c(NC(=O)Cn2nnc(S(=O)(=O)c3ccc(C)c(C)c3)c2N)c(C)c1 shows 0.0%
